Nrf2 activator = qHTS of Nrf2 Activators; AREc32 ARE-luciferase reporter (MCF7-derived line), luminescence, 24 h; Potency, µM (titrated, usually from 46.1 µM), inactives show at the highest dose activation, actives largely listed as activators; 410,000 tested, 0.31% active; note: potency is the fitted concentration of half-maximal effect; % of control where 0% means no effect; nearly all actives have a fitted effect of over 65% in size
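Luciferase luminescence (Steady-Glo, 30 min at room temperature) served as the read-out of ARE activation in AREc32 cells treated with compounds for 24 hr at 37 deg C.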
EPAC2 ag = qHTS for Agonist of cAMP-regulated guanine nucleotide exchange factor 4 (EPAC2): primary screen; AID 720711, 2013; 360,000 tested, 0.079% active; EPAC2 activation, biochemical qHTS; response scale: 100% = 6.5 mM cAMP response; Potency, µM (top dose mostly 154 µM), for the others: at the highest dose activation, hits mostly activators; Rap guanine nucleotide exchange factor 4 (Homo sapiens), Q8WZA2; note: potency is the fitted concentration of half-maximal effect; nearly all actives have a fitted effect of over 50% in size
Target sequence (Q8WZA2 whole entry, looked up): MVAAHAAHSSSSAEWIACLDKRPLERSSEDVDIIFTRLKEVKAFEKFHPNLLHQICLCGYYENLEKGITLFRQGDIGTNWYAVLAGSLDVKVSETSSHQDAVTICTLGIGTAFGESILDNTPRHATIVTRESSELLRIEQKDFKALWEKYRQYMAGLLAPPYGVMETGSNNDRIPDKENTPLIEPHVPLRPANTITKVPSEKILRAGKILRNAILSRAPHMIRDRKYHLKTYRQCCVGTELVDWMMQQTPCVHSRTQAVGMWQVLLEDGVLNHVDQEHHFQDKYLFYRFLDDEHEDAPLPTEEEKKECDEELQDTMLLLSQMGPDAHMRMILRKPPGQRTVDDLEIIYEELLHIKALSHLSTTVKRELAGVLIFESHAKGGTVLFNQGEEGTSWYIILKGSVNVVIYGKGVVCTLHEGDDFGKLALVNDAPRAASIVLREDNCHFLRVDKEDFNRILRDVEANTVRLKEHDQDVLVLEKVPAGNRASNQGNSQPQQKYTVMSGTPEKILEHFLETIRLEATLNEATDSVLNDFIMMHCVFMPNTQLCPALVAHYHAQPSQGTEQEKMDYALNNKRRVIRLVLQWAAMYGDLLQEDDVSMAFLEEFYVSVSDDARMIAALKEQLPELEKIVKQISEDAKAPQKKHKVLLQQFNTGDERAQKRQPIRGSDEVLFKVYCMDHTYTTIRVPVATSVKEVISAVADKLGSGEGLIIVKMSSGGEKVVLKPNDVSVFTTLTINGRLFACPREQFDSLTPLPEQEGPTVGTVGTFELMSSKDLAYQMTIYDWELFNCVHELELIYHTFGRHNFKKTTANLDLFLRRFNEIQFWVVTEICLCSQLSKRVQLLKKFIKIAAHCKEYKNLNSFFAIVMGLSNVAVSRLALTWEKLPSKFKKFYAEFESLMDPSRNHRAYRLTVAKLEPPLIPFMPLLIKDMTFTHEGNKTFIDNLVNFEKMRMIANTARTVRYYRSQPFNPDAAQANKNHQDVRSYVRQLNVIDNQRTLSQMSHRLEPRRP
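EPAC2 (100 nM) mixed with Rap1B loaded with BODIPY-GDP (250 nM) plus 50 uM unlabeled GDP; compounds pinned in, 5 min RT, then read every 5 min for 30 min (ex 480, em 540 nm). Normalized to cAMP control.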
A549 tox = Nrf2 qHTS screen for inhibitors: counterscreen for cytotoxicity; A549 ARE-Fluc cells, CellTiter-Fluor viability, 18-24 h; Potency, µM (top dose mostly 46 µM), for inactives: at the highest dose activity change, negative = cytotoxicity, hits mostly inhibitors; 390,000 tested, 0.16% active; note: potency is the fitted concentration of half-maximal effect; % is set by controls: 0 for no effect and ±100 for the full control effect
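A549 ARE_Fluc cells in 5% FBS OPTI-MEM were exposed to compounds in concentration-response for 18-24 h at 37 deg C. Viability was read by CellTiter-Fluor fluorescence (Ex 405/Em 525) after 30 min, before the luciferase read.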
MmCpn inh = Inhibitors of TCP-1 ring complex (TRiC) of Methanococcus maripaludis (MmCpn): qHTS | purified Mm-Cpn ATPase, ADP Transcreener TR-FRET | Potency, µM (series often up to 76.9 µM), for inactives: top-dose activity, negative = inhibition, most hits filed as inhibitors | 330,000 tested, 0.031% active | AID 504842, 2011; note: potency is the fitted concentration of half-maximal effect; % is set by controls: 0 for no effect and ±100 for the full control effect; nearly all actives have a fitted effect of over 80% in size
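Purified archaeal chaperonin (25 nM final) was preincubated with compound for 10 min at 37°C, then ATP (10 uM final) was added for 30 min at 37°C in Tris pH 7.4/KCl/MgCl2/DTT buffer. ADP was quantified by HTRF Transcreener TR-FRET.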
TGFb SMAD3 inh = qHTS for Inhibitors of TGF-b; 410,000 tested, 1.2% active; Potency, µM (series often up to 46.1 µM), without a hit: at the top dose activity, negative = inhibition, usual class: inhibitors; HepG2 CAGA-GFP TGF-b/SMAD3 reporter, GFP fluorescence, 18 h; TGF-beta stimulated, 500 pg/mL final; note: potency is the fitted concentration of half-maximal effect; % is set by controls: 0 for no effect and ±100 for the full control effect; nearly all actives have a fitted effect of over 65% in size
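First, reporter cells (HEPG2 CAGA-GFP) rested 2 h at 37 degrees C. Next, compounds were pinned in and TGF-beta added to 500 pg/mL final. After 18 h, GFP was imaged per cell and summed per well.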
CCT chaperon mod = High-Throughput Screening for Modulators of Cytosolic Chaperonin Activity; purified chaperonin ATPase assay, HTRF ADP detection, 30 min; activity change, % (test concentration not listed), hits read low; 360,000 tested, 0.3% active; AID 651819, 2012; in the data active = activity change below about -30%; note: % is set by controls: 0 for no effect and ±100 for the full control effect
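TRiC at 40 or 20 nM final (batch-dependent) in 30 mM Tris pH 7.4, 100 mM KCl, 5 mM MgCl2, 1 mM DTT, with compound at single 76 uM and 10 uM ATP, 30 min at 37 deg C. ADP detected by HTRF Transcreener, 665/615 ratio.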
EPAC2 antagonist = qHTS for Antagonist of cAMP-regulated guanine nucleotide exchange factor 2 (EPAC2): primary screen; AID 720708, 2013; 360,000 tested, 0.18% active; EPAC2 GEF exchange of Rap1B-BODIPY-GDP, fluorescence; Potency, µM (series often up to 114 µM), without a hit: at the highest dose activity, negative = inhibition, actives largely listed as inhibitors; note: potency is the fitted concentration of half-maximal effect; % is set by controls: 0 for no effect and ±100 for the full control effect; nearly all actives have a fitted effect of over 45% in size; many of its hits are not listed in these tables
Nrf2 inh = Nrf2 qHTS screen for inhibitors | A549 ARE-Fluc reporter, luciferase luminescence, 18-24 h | Potency, µM (top dose mostly 46 µM), for the others: at the highest dose activity change, negative = inhibition, actives largely listed as inhibitors | AID 504444, 2011 | 360,000 tested, 2.1% active; note: potency is the fitted concentration of half-maximal effect; % is set by controls: 0 for no effect and ±100 for the full control effect; nearly all actives have a fitted effect of over 60% in size
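Two sequential reads on A549 ARE_Fluc cells exposed to compound for 18-24 h: a CellTiter-Fluor fluorescence read for viability, then a luciferase luminescence read for Nrf2/ARE activity.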
pAkt inh = HTS Assay for Inhibitors of Akt Phophorylation: Primary Screen; 360,000 tested, 0.32% active; activity change, % for hits at 50 µM; AID 651550, 2012; Neuro2A IGF-stimulated pAkt S473 HTRF, 20 min; stronger effect = lower value; in the data active = activity change below about -80%; inconclusive = mostly about -51% to -80%; note: % is set by controls: 0 for no effect and ±100 for the full control effect
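Neuro2A cells (4,500/well, DMEM with 0.5% FBS) were treated with compound at a single 50 µM final concentration, stimulated with 6 nM IGF for 20 min at 37 °C, and lysed. Phospho-Akt Ser473 was read by HTRF as 665/615 ratio ×10^4.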
* marks the source's active call; other numbers are inactive results; i = inactive; ? = inconclusive; . = no result given; & = joins results of further samples; [ ] = dose if it differs, or a comment. Unless noted, calls come from the whole dose curve; as a rule, active = well fitted curve in the direction sought with a large enough effect; inconclusive = small, poorly fitted or top-dose-only effect, or another doubt; inactive = no such curve, though single readings can be large; an effect the other way counts as inactive or inconclusive.

SMILES	Nrf2 activator	EPAC2 ag	A549 tox	MmCpn inh	TGFb SMAD3 inh	CCT chaperon mod	EPAC2 antagonist	Nrf2 inh	pAkt inh
CCc1ccc(NC(=O)NNC(=O)c2ccc3ccccc3c2O)cc1	-0.8%	7%	0%	-3%	?	1.1	8%	0%	i
CCOC(=O)c1cc(-c2ccc(N3CCOCC3)cc2)nn1-c1ccccc1C(=O)O	-0.1%	14%	0%	6%	4%	0.2	7%	?	i
C/C(=N\NC(=O)CN1CCCCC1)c1ccccc1O	0.0%	13%	10%	-1%	-1%	-2.3	-7%	8%	i
CC1CCCN(C(=O)c2ccc([N+](=O)[O-])o2)C1 (stereo not given)	?	1%	3%	-2%	-14%	1.3	3%	-12%	i
NC(=O)CC[C@H](NC(=O)c1ccc(Cl)cc1)C(=O)NNC(=O)COc1cccc(Br)c1	-0.5%	1%	-1%	0%	19%	-1.6	9%	-4%	i
CCC(C)(C)NC(=O)CN(C(=O)CCC(=O)Nc1nccs1)c1ccc2c(c1)OCO2	0.3%	12%	-4%	2%	1%	0.9	-1%	-15%	i
CC1(c2nnc(-c3ccc(F)cc3)o2)CC(c2cccc(Cl)c2)=NO1 (stereo not given)	4.9%	13%	-19%	0%	-25%	0.5	-3%	?	i
Cc1cc(-c2nc3ncccc3o2)ccc1NC(=S)NC(=O)c1ccco1	0.4%	1%	-4%	1%	-1%	2.0	11%	?	i
Cc1ccnc(NC(=O)C2CCN(S(=O)(=O)c3cccc4nonc34)CC2)c1	0.0%	-7%	6%	-3%	-25%	2.6	-1%	.	i
CCOc1ccc(OCC)c(NC(=O)CN2CCN(C(=O)c3ccco3)CC2)c1	-0.9%	-1%	-5%	0%	18%	-1.2	4%	7%	i
Cc1ccccc1N(C)S(=O)(=O)c1nnc(NC(=O)c2ccccc2F)s1	-0.4%&5.0%	-1%	1%&-8%	-2%	-22%&0%	0.2	-19%	?	i
CSCCC(NC(=O)c1ccco1)C(=O)NCCc1ccc(F)cc1 (stereo not given)	0.0%	7%	-3%	-1%	2%	-2.7	-7%	7%	i
CCSC1=C(C#N)C(c2cccc(Br)c2)CC(=O)N1 (stereo not given)	0.3%	5%	4%	3%	-1%	-3.5	4%	-23%	i
CN(C)CCNc1cc(-c2ccncc2)nc2ccccc12	4.9%	-1%	-21%	2%	6%	2.3	7%	-6%	i
O=[N+]([O-])c1cccc(-c2ccc(C(=S)N3CCN(c4ccc(F)cc4)CC3)o2)c1	15%	-10%	4%	-1%	-8%	-2.6	4%	4%	i
C=CCn1c(=O)/c(=C2/SC(C)=C(C)N2CC)s/c1=C1/C(=O)N(CC)C(=S)N1c1ccccc1	-0.5%	8%	-4%	-1%	7%	-0.9	-11%	-7%	i
COc1ccc(S(=O)(=O)N2CCCC(C(=O)NCC3CCCO3)C2)cc1Cl (stereo not given)	-0.7%	-9%	-5%	-1%	-13%	-6.5	0%	?	i
Cc1ccc2nc(N(CCCN(C)C)C(=O)CS(=O)(=O)c3ccccc3)sc2c1	-1.8%	-1%	1%	2%	3%	-1.1	-6%	-21%	i
Cc1ccccc1NC(=O)c1ccc(C)c(S(=O)(=O)Nc2cccnc2)c1	0.7%	-6%	1%	0%	-2%	0.3	5%	0%	i
CC(C)N(C(=O)Cn1cc(S(=O)(=O)CC(=O)NC2CCCCC2)c2ccccc21)C(C)C	-0.2%	-2%	0%	-2%	1%	-1.5	-10%	-10%	i
O=C1C=CC(=O)N1c1ccc(O)cc1	6.8%	5%	-14%	-13%	?	-1.0	7%	?	i
Cc1nc2nc(-c3ccccc3)nn2c(C)c1C	29%	4%	-2%	.	-5%	-0.8	-9%	13%	i
Oc1ccc(-n2nnnc2SCc2c(F)cccc2Cl)cc1	1.2%	15%	3%	1%	0%	-2.4	-26%	3%	i
CCOc1ccc(CN(Cc2ccco2)C(c2cccs2)c2nnnn2C(C)(C)C)cc1 (stereo not given)	3.4%	6%	-3%	-2%	-31%	-4.2	-10%	?	i
CN(CC(=O)Nc1ccccc1Cl)C(=O)COC(=O)C1=COCCO1	-0.6%	6%	-9%	2%	?	-8.9	20%	16%	i
O=C(CCc1ccccc1)N/N=C\c1cc2c(cc1Br)OCO2	0.6%	-5%	-4%	-1%	-10%	-0.7	-3%	-14%	i
CC1CCC/C(=C\Nc2ccc(C(=O)O)cc2)C1=O (stereo not given)	0.3%	3%	3%	3%	1%	0.0	-2%	?	i
O=C(Cn1nc(-c2ccccc2)ccc1=O)NCC1CCCO1 (stereo not given)	0.0%	3%	-8%	0%	10%	2.4	8%	2%	i
CN(C)c1ccc(-n2cc3c(=O)n(C)c(=O)n(C)c3c2)cc1	4.9%	-21%	-5%	-7%	1%	-6.7	4%	-22%	i
COc1ccc(C(=O)C(C)OC(=O)CCN2C(=O)C3CC=CCC3C2=O)cc1 (stereo not given)	-0.5%	12%	8%	2%	22%	1.4	1%	2%	i
COc1ccc(C2/C=C\CN(CC(C)C)CC(=O)N2Cc2cccc(F)c2)cc1 (stereo not given)	7.3%	5%	-2%	1%	?	1.8	-22%	1%	i
CCOC(=O)c1ccc(NS(=O)(=O)c2c(C)nc3sccn3c2=O)cc1	-0.5%	2%	-1%	1%	-14%	-0.7	6%	?	i
Cc1ccc2occ(CN3CCN(c4ccccc4)CC3)c(=O)c2c1	-0.7%	4%	-7%	-1%	-3%	-4.0	-3%	20%	i
CC(C)c1nnc(NC(=O)CCN2C(=O)c3ccccc3C2=O)s1	-0.8%	3%	-3%	-3%	2%	-2.1	8%	2%	i
CCc1nnc2sc(-c3ccc(NC(=O)c4ccco4)cc3)nn12	4.2%	8%	-22%	2%	-3%	-0.3	-3%	-24%	.
CC(C)OC(=O)c1c(N)sc2c1CCCC2	-0.8%	12%	4%	.	-10%	1.3	-1%	.	.
COc1ccccc1N1CCN(c2cc(N3CCCC3)nc(C)n2)CC1	1.6%	0%	1%[1.84 µM]	0%	?	-2.0	-5%	-11%	i
CCCC1(C)C(C#N)C(=O)NC(=O)C1C#N (stereo not given)	-0.5%	-2%	-4%	.	5%	-0.3	-12%	4%	i
COc1cccc(C(=O)NNC(=O)C(=O)Nc2cccc3ccccc23)c1	0.2%	-2%	-2%	-1%	10%	-3.0	?	?	i
CNc1cc(N2CCCCCC2)ccc1[N+](=O)[O-]	3.5%	13%	?	-3%	0%	1.6	-5%	?	i
Cc1c(NC(=O)c2ncn[nH]2)cccc1-c1nc2ccccc2s1	0.8%[9.22 µM]	8%	8%	1%	2%	-1.8	4%	0%	i
COC(=O)C1CCN(C(=O)c2ccc3nc(-c4cccc(OC)c4)oc3c2)CC1	0.0%	2%	-4%	-1%	-27%	-1.1	-9%	?	i
CCC(=O)N1c2nc(C(C)C)nn2C2(CCCCC2)[C@@H]2CCCC[C@@H]21	-0.8%	.	2%	.	-1%	.	.	15%	.
C(=C\c1ccccc1)/CN1CCN(C(c2cccs2)c2nnnn2-c2ccc3c(c2)OCCO3)CC1 (stereo not given)	-0.4%	18%	.	.	?	-2.6	7%	.	i

Arranged by molar mass (smallest number first): some entries from above
SMILES	Nrf2 activator	EPAC2 ag	A549 tox	MmCpn inh	TGFb SMAD3 inh	CCT chaperon mod	EPAC2 antagonist	Nrf2 inh	pAkt inh
CC(C)OC(=O)c1c(N)sc2c1CCCC2	-0.8%	12%	4%	.	-10%	1.3	-1%	.	.
Cc1ccc2occ(CN3CCN(c4ccccc4)CC3)c(=O)c2c1	-0.7%	4%	-7%	-1%	-3%	-4.0	-3%	20%	i
CCc1nnc2sc(-c3ccc(NC(=O)c4ccco4)cc3)nn12	4.2%	8%	-22%	2%	-3%	-0.3	-3%	-24%	.
CCC(=O)N1c2nc(C(C)C)nn2C2(CCCCC2)[C@@H]2CCCC[C@@H]21	-0.8%	.	2%	.	-1%	.	.	15%	.
COc1ccccc1N1CCN(c2cc(N3CCCC3)nc(C)n2)CC1	1.6%	0%	1%[1.84 µM]	0%	?	-2.0	-5%	-11%	i
COc1cccc(C(=O)NNC(=O)C(=O)Nc2cccc3ccccc23)c1	0.2%	-2%	-2%	-1%	10%	-3.0	?	?	i
CCOC(=O)c1ccc(NS(=O)(=O)c2c(C)nc3sccn3c2=O)cc1	-0.5%	2%	-1%	1%	-14%	-0.7	6%	?	i
COc1ccc(C2/C=C\CN(CC(C)C)CC(=O)N2Cc2cccc(F)c2)cc1 (stereo not given)	7.3%	5%	-2%	1%	?	1.8	-22%	1%	i

Screens as filed in PubChem.

An excerpt. The share of hits here may be higher or lower than overall.
